M5 ag = human M5 muscarinic receptor agonists, primary screen, CHO-K1 cells, Fluo-8 calcium fluorescence; CHO-K1 hM5 cells; 0% DMSO wells, 100% maximal acetylcholine response; activation, % at 3 µM; 0.19% of 360,000 active;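 active means activation above the run's mean over test compounds plus 3 SD, cut at about 23% in these data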;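 further: signal is peak over basal fluorescence ratio across the kinetic read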
Target sequence (P08912 whole entry, looked up): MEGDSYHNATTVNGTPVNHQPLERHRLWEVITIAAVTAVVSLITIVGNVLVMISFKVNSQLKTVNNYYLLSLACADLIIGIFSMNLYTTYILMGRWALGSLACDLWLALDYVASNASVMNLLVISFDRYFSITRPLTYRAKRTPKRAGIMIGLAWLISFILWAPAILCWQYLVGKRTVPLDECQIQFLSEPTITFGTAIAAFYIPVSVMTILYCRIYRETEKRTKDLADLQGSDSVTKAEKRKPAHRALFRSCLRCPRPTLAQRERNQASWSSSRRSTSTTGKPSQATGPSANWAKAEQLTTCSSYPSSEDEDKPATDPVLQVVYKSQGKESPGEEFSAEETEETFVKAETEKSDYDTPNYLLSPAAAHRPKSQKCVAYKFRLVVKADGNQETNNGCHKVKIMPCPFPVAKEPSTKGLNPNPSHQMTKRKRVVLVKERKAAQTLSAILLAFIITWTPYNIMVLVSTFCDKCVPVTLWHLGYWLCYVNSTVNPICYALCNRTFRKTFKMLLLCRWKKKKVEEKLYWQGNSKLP
CHO-K1 Ca ag = counter-screen for M1 agonists: effect in parental CHO-K1 cells. AID 602248, 2012. Fluo-8 calcium fluorescence; scaled to maximal ATP response, vehicle zero. 0.48% of 360,000 active. activation, % at 3 µM; in the data active means activation above about 15%;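 further: untransfected CHO-K1 host cells lacking M1 receptor as counterscreen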
M5 PAM = human M5 muscarinic receptor positive allosteric modulators, primary screen, CHO-K1 cells, Fluo-8 calcium fluorescence; 0.3% of 360,000 active; AID 624038, 2012; activation, % at 3 µM; CHO-K1 hM5, ACh EC20 PAM; 0% = ACh EC20, 100% = ACh EC100;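 active means activation above the run cutoff, the mean activation of all test compounds plus 3 SD, cut at about 18% in these data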
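Replicates: One well per compound, no replicates | System: Human M5 receptor in CHO-K1 cells | Benchmarks: Low control EC20 acetylcholine (0%), high control EC100 acetylcholine (100%) | Probe or stimulus: Acetylcholine, EC20 level | Times: Fluo-8 loading 80 min at 37 °C plus 30 min room temperature | Signal: Intracellular calcium via Fluo-8 fluorescence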
CHO-K1 Ca PAM = nonselective calcium activators in parental CHO-K1 cells, primary screen, counter-screen for M1 PAM project, cell-based, Fluo-8 calcium fluorescence, full deck, 1536-well. ATP EC20; 0% at ATP EC20, 100% at ATP max. activation, % at 3 µM. AID 602247, 2012. 0.02% of 360,000 active;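 active means activation above the run cutoff, the mean activation of all test compounds plus 3 SD, cut at about 40% in these data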;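 further: peak over basal fluorescence ratio in a 140 s read after ATP addition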
CHO-K1 Ca antag = nonselective inhibitor or artifact in parental CHO-K1 cells. 0.6% of 360,000 active. ATP-induced calcium, Fluo-8 fluorescence. AID 602250. inhibition, % at 3 µM;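 active means inhibition above a per-plate cutoff, the plate's mean sample inhibition plus 3 SD, cut at about 24% in these data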;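 further: 0% = DMSO plus EC80 ATP and 100% = DMSO alone without ATP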
CHRM4 PAM = human M4 muscarinic receptor positive allosteric modulators, primary screen, CHO-K1 cells, Fluo-8 calcium fluorescence | CHO-K1 hM4/Gqi5, ACh EC20; 0% = ACh EC20, 100% = maximal ACh | activation, % at 3 µM | 0.4% of 360,000 active | AID 624126, 2012;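 active means activation above its plate's cutoff, the mean activation of sample wells plus 3 SD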; further: some results filed as inactive read as strong as hits
Target sequence (P08173 whole entry, looked up): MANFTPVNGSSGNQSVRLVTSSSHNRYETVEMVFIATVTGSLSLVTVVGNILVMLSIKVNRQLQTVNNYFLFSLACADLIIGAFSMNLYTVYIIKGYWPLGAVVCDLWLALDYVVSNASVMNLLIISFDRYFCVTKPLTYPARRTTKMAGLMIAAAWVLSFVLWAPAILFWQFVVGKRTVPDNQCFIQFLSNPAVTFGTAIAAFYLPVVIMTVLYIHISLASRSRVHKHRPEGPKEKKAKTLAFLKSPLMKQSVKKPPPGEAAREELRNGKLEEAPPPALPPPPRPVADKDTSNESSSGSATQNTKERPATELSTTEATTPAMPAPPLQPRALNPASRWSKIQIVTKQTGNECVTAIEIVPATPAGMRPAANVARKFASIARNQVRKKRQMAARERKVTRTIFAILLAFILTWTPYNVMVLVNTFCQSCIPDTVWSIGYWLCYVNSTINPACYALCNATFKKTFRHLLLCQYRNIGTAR
CHRM5 antagonist = human M5 muscarinic receptor antagonists, primary screen, CHO cells, Fluo-8 calcium fluorescence; Muscarinic acetylcholine receptor M5 (Homo sapiens), P08912; CHO-hM5 cells, ACh EC80; inhibition, % at 3 µM; 0.59% of 360,000 active;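 active means inhibition above a per-plate cutoff, the mean of that plate's test compounds plus 3 SD, cut at about 27% in these data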;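 further: 0% = acetylcholine EC80 with DMSO and 100% = DMSO without agonist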
M4 antag = human M4 muscarinic receptor antagonists, primary screen, CHO cells, Fluo-8 calcium fluorescence; Muscarinic acetylcholine receptor M4 (Homo sapiens), P08173; CHO-hM4 cells, ACh EC80; inhibition, % at 3 µM; 0.73% of 360,000 active; AID 624125, 2012;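 active means inhibition above its plate's cutoff, the mean inhibition of sample wells plus 3 SD, cut at about 27% in these data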;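 further: 0% = acetylcholine EC80 with DMSO and 100% = DMSO without agonist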
M4 ag = human M4 muscarinic receptor agonists, primary screen, CHO-K1 cells, Fluo-8 calcium fluorescence. CHO-K1 hM4/Gqi5; vehicle 0%, full acetylcholine response 100%. activation, % at 3 µM. Muscarinic acetylcholine receptor M4 (Homo sapiens), P08173. 0.14% of 360,000 active;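 active means activation above the run mean over all test wells plus 3 SD, cut at about 32% in these data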;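 further: peak over basal fluorescence ratio per well then scaled between controls; 0% = DMSO wells and 100% = acetylcholine at EC100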
Active calls of the source: *.

SMILES	M5 ag	CHO-K1 Ca ag	M5 PAM	CHO-K1 Ca PAM	CHO-K1 Ca antag	CHRM4 PAM	CHRM5 antagonist	M4 antag	M4 ag
CC(=NCCC1=CCCCC1)c1c(O)n(C)c(=O)n(C)c1=O	1	0.8	-2	10	-5	-7	6	12	0
O=C(Nc1ccc(F)cc1)c1c(O)c2c(n(Cc3ccccc3)c1=O)CCCC2	-1	0.7	-3	15	-4	21*	-7	14	2
CC(=O)N1N=C2C3CCN(CC3)C2C1c1cccc2ccccc12 (stereo not drawn)	-2	0.0	-7	-7	15	2	5	-3	1
Cc1cc(OCc2nn[nH]n2)c2c3c(c(=O)oc2c1)CCCC3	1	0.0	-2	-5	12	7	-3	-8	0
C[C@]12CCC3C(CC[C@H]4C[C@H](O)CC[C@]34C)C1CC(=O)[C@@H]2O (stereo partly drawn)	5	3.5	-15	-7	-6	-5	2	-3	16
CCCOc1ccccc1NP(=O)(Oc1ccccc1)Oc1ccccc1	-4	-0.5	-3	-4	2	-5	11	-6	1
CC(C)(C)C(=O)N1Cc2ccccc2-n2nncc2C1	-3	0.1	-3	-9	-8	-3	-2	-6	0
COc1ccc2nc3c(C)n(C)ccc-3c2c1	4	0.2	5	-9	-13	-1	8	-3	0
C#CCN1CCN(c2ccc(F)cc2)CC1	1	-0.1	-1	17	-15	3	10	-4	0
CCCC(C)C(=O)NC1CCSC1=O (stereo not drawn)	3	-0.1	11	-8	21	17	-4	5	1
CN1C(=O)N(C)C(=O)C2(Cc3c(ccc4ccccc34)N(C)C2)C1=O	-6	-0.1	28*	-5	5	7	-3	5	2
CCOC(=O)[C@]12Cc3cc(OC)ccc3[C@H]1N(Cc1ccccc1)C(=O)c1cc(F)c(F)cc12	-8	0.1	2	3	-6	-1	10	3	-2
O=c1[nH]c(=O)n(C2CCCCCC2)c(O)c1C=NCc1cccnc1	6	1.0	13	25	-17	-5	-4	-3	0
CCOP(=O)(OCC)/C(C#N)=C/c1ccoc1	0	0.7	-6	-11	-8	-7	6	6	1
CCCCCn1c(=O)c(C(=O)Nc2ccccc2N)c(O)c2ccccc21	2	0.6	-4	6	-6	-1	13	7	0
CNC(=O)Nc1ccc(C(O)(C(=O)OC)C(F)(F)F)cc1 (stereo not drawn)	4	1.2	7	17	-7	4	6	-11	0
CCN1CCC2(CC1)NC(CO)(CO)CO2	1	0.0	6	12	4	4	-5	11	0
O=C(c1cccs1)c1cn(Cc2ccccc2Cl)c2ccccc12	-2	0.5	21*	23	-6	22	-7	-1	-1
C=CCNC(=S)Nc1ccc(OC(=O)Nc2ccc(Cl)c(Cl)c2)cc1	0	9.5	-9	-10	19	-9	28*	22	9
Cc1cc(N2CCCC2)ccc1C=C(C#N)C#N	3	1.8	8	5	-10	0	-3	1	3
CCN(CC)CCNCc1nc2ccccc2c(=O)n1-c1ccc(F)cc1	0	0.2	4	15	3	3	-4	9	0
CCOP(=O)(OCC)c1cc(CC)ccc1O	-1	0.2	2	-4	-1	-13	10	-2	0
COC(=O)c1ccc(NC(=O)NC(=O)Oc2ccccc2)cc1	4	0.0	1	-13	-8	-4	10	11	0
O=C(c1cc([N+](=O)[O-])ccc1N1CCNCC1)N1CCOCC1	-7	1.2	-3	30	-18	0	4	-6	1

Fetched by structure from the list above (two):
SMILES	M5 ag	CHO-K1 Ca ag	M5 PAM	CHO-K1 Ca PAM	CHO-K1 Ca antag	CHRM4 PAM	CHRM5 antagonist	M4 antag	M4 ag
O=C(c1cc([N+](=O)[O-])ccc1N1CCNCC1)N1CCOCC1	-7	1.2	-3	30	-18	0	4	-6	1
COC(=O)c1ccc(NC(=O)NC(=O)Oc2ccccc2)cc1	4	0.0	1	-13	-8	-4	10	11	0

Next entries
SMILES	M5 ag	CHO-K1 Ca ag	M5 PAM	CHO-K1 Ca PAM	CHO-K1 Ca antag	CHRM4 PAM	CHRM5 antagonist	M4 antag	M4 ag
CC1CCN2c3nc4ccccn4c(=O)c3CC3(C(=O)N(C)C(=O)N(C)C3=O)C2C1 (stereo not drawn)	-4	0.1	-2	20	-5	18	7	1	0
Cn1c(O)c(C(=O)c2ccccc2)c(=O)n(C)c1=O	0	-0.2	-2	15	-8	3	1	1	0
CCOC(=O)C1(c2ccccc2)CCN(CC(=O)Nc2cccc3ccccc23)CC1	-2	2.3	-17	1	3	-21	18	0	3
O=C(N/N=C/C1C(=O)NC(=S)N(c2ccccc2)C1=O)c1cc(Br)c(O)c(Br)c1 (stereo not drawn)	1	2.5	-19	-11	4	-12	30*	9	7
O=C(c1ccc(N2CC3CC(C2)c2cccc(=O)n2C3)c([N+](=O)[O-])c1)N1CCCC1 (stereo not drawn)	-1	0.6	4	20	-18	7	11	-2	0
CC1CN(C(=O)CCC(=O)N2CCC3(CC2)OCCO3)c2cc(Cl)ccc2O1 (stereo not drawn)	-2	0.6	6	16	-19	5	-4	-4	3
Cc1cc(N(CCCl)CCCl)ccc1/C=N/NC(=O)c1ccco1	-8	0.5	8	1	-13	3	4	-4	0
Cc1ccc(S(=O)(=O)Nc2cc(C(=O)N3CCC4(CC3)OCCO4)ccc2N2CCCCC2)cc1	-3	0.6	-2	18	-18	6	1	-3	2
O=c1c2ccccc2nc(-c2ccco2)n1-c1ccc(Br)cn1	0	0.2	-6	-7	17	29	7	1	-1
CCOP(=O)(OCC)C(NC(=O)C(Cl)Cl)C(Cl)(Cl)Cl (stereo not drawn)	0	0.4	9	21	-14	-3	-7	5	0
Cc1ccc(-c2cc(-c3ccccc3)cc(-c3ccccc3)[n+]2-c2ccccc2)cc1	-5	13	-42	-17	30*	-22	49*	79*	21
Cc1ncoc1C(=O)NCC1=C(c2ccc(S(C)(=O)=O)cc2)C[C@@H]2CC[C@H]1N2CCOc1ccccc1	-3	0.8	3	31	-16	8	-7	-1	1
CCOC(=O)c1ccccc1NC(=O)c1c(O)[nH]c(=O)[nH]c1=O	2	0.6	2	17	-11	9	9	5	0
Cn1cc(C=C(C#N)C#N)c2ccccc21	-4	0.4	9	4	-12	0	2	-2	0
Cc1ncoc1C(=O)NCC1=C(c2cccc3ccccc23)C[C@@H]2CC[C@H]1N2Cc1ccco1	-2	-0.2	3	-1	5	0	-3	-19	1
CCOc1cc(/C=C2/C(=O)NC(=O)N(c3ccc(CC)cc3)C2=O)ccc1OC(=O)c1cccs1	1	0.5	1	23	-13	12	7	8	-2
O=C1CC(=O)N(c2cccc(Br)c2)C(=O)N1	-2	0.6	-2	-2	-10	-3	3	-3	2
COCCCn1c(N)c(C(=O)Nc2ccccc2)c2nc3ccccc3nc21	-1	5.5	2	17	1	-4	0	7	3
CN(CC1COc2ccccc2O1)c1nc(-c2cccnc2)nc2ccccc12 (stereo not drawn)	-6	3.4	-25	-4	-4	1	0	-28	8
CC(=O)Nc1ccc(C(c2c(O)c3ccccc3oc2=O)c2c(C)n(C)n(-c3ccccc3)c2=O)cc1 (stereo not drawn)	1	0.6	-3	-14	4	-6	2	3	1
O=c1[nH]c(=O)n(Cc2ccc(F)cc2)c(O)c1C=NCc1cccnc1	1	0.6	-6	13	-25	4	3	2	0
CCCCCC1(C(C)C)C(=O)NC(=S)NC1=O	-4	-0.1	5	17	-14	3	7	-6	-1
COc1cc2c3c(c1OC)Oc1ccc(cc1)C[C@H]1c4c(cc(OC)c(OC)c4Oc4ccc(cc4)C[C@@H]3N(C)CC2)CCN1C	3	0.9	13	-6	7	0	-5	4	3
CC1CN=C(Nc2ccc(F)c(Cl)c2)S1 (stereo not drawn)	-4	8.5	2	14	-10	-10	4	-3	3

Part of the list above with just CHO-K1 Ca antag and M5 PAM:
| mol | CHO-K1 Ca antag | M5 PAM |
| --- | --- | --- |
| CC1CN=C(Nc2ccc(F)c(Cl)c2)S1 (stereo not drawn) | -10 | 2 |
| Cc1ncoc1C(=O)NCC1=C(c2cccc3ccccc23)C[C@@H]2CC[C@H]1N2Cc1ccco1 | 5 | 3 |
| CCCCCC1(C(C)C)C(=O)NC(=S)NC1=O | -14 | 5 |
| O=c1[nH]c(=O)n(Cc2ccc(F)cc2)c(O)c1C=NCc1cccnc1 | -25 | -6 |
| CCOC(=O)c1ccccc1NC(=O)c1c(O)[nH]c(=O)[nH]c1=O | -11 | 2 |

New compounds follow.
SMILES	M5 ag	CHO-K1 Ca ag	M5 PAM	CHO-K1 Ca PAM	CHO-K1 Ca antag	CHRM4 PAM	CHRM5 antagonist	M4 antag	M4 ag
O=C(Cn1c2c(c(-c3ccccc3Cl)cc1=O)CCC2)N1CCC2(CC1)OCCO2	1	0.5	0	20	-10	-2	2	3	1
CCN1CCc2ccccc2C1	0	0.6	1	11	-4	-8	3	-3	0
COc1ccc(OC)c(NC(=O)N2C[C@H]3C[C@@H](C2)c2cccc(=O)n2C3)c1	3	0.4	-5	10	-1	4	3	-11	0
CCOC(=O)c1cnc(N2CC2)nc1N	5	0.2	2	-4	-4	-2	0	-9	1
O=c1[nH]c(O)c(C=Nc2ccc(Cl)c(C(F)(F)F)c2)c(=O)[nH]1	-25	0.6	-34	6	-7	-16	38*	34*	0
CC(C)(C)c1cc(C=C(C#N)C#N)cc(C(C)(C)C)c1O	14	9.7	-10	6	31*	-5	8	-1	16
Clc1cccc(CNCCc2c[nH]c3ccccc23)c1	-1	9.7	-10	16	4	-6	3	4	7
O=c1c(C=NCc2cccs2)c(O)n(C2CCCCC2)c(=O)n1C1CCCCC1	-2	0.6	3	21	-4	3	1	8	0
CN(C)P(=O)(C(Cl)=C(N1CCCCC1)N1CCCCC1)N(C)C	3	0.2	-4	-6	-1	3	3	2	2
CCN(CC)CCN=C(C)c1c(O)n(-c2ccccc2OC)c(=O)[nH]c1=O	-2	-0.1	-1	8	-2	1	0	5	1
COc1cc2[nH]c(=S)n(-c3ccccc3)c(=O)c2cc1OC	-2	0.6	-5	25	-11	-6	2	2	1
CCCNc1oc(-c2cccc3ccccc23)nc1C#N	-4	0.1	6	13	-17	4	-11	-5	0
CCC(c1nnnn1Cc1ccccc1)N1CCC(n2c(=O)[nH]c3ccccc32)CC1 (stereo not drawn)	9	8.3	-15	-7	7	-12	14	27*	23
C/C(=N\NC(=O)c1ccccc1)c1c(O)n(C2CCCCC2)c(=O)[nH]c1=O	-1	-0.8	1	13	-9	5	2	4	-1
c1ccc(-c2ccc(CN3Cc4ccccc4-n4nncc4C3)cc2)cc1	1	7.8	-16	4	2	-9	18	10	8
O=C(CN1C(=O)CCSc2ccccc21)N1CCC2(CC1)OCCO2	3	0.8	5	23	1	9	0	-6	2
COC12c3ccccc3-c3ccccc3C1C(C(=O)O)C2C(=O)O (stereo not drawn)	3	0.3	3	15	2	6	-3	4	1
CCCCCn1c(=O)c(C(=O)NCc2ccco2)c(O)c2ccccc21	5	0.2	15	4	-3	11	-7	-11	0
CC(C)N=C(NC(C)C)N1CC1	-1	0.2	-5	-4	2	0	1	-9	1
Cc1cccc(C)c1-n1nnnc1C(c1ccccc1OC(F)(F)F)N1CCC(n2c(=O)[nH]c3ccccc32)CC1 (stereo not drawn)	0	-0.5	12	-10	-1	6	1	-17	0
Cc1cc(OCC(=O)N2CCC(C(=O)O)(c3ccccc3)CC2)c2c(C)c(C)c(=O)oc2c1	2	0.1	-2	9	-6	-16	2	76*	0

Screening results deposited in PubChem by The Scripps Research Institute Molecular Screening Center.

An excerpt (hit frequency here may not be typical).
